Compound activity: PubChem, National Center for Advancing Translational Sciences (NCATS)
Tb PFK inh – T. brucei PFK enzyme inhibition | Potency, µM (doses to about 57.5 µM), without a hit: at the top dose activity, negative = inhibition, most hits filed as inhibitors | hit rate 0.17% among 330,000 | O15648 | T. brucei PFK, ADP-Glo luminescence;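 further: potency means the concentration at half of the fitted maximal effect; 0% = uninhibited 1x PFK enzyme wells and -100% = no-enzyme wells; nearly all actives have a fitted effect of over 60% in size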
Target sequence (O15648 whole entry, looked up): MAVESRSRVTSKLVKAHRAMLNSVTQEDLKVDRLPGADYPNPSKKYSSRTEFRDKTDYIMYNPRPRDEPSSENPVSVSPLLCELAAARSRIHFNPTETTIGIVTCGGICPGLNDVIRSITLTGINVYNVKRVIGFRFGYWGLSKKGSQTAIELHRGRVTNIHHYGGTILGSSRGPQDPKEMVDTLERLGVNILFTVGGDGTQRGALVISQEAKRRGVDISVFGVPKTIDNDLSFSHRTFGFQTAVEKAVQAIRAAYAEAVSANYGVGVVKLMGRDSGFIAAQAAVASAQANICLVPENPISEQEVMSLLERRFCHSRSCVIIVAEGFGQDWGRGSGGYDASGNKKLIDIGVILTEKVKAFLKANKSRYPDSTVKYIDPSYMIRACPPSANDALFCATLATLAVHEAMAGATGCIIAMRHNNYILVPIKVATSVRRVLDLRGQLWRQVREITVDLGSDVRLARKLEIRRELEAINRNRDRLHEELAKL
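PFK 1.25 nM, F6P 0.5 mM, ATP 0.1 mM, 0.1 M TEA pH 8.0, 5 mM MgCl2, 0.01% Tween20, 0.1% BSA; 45 min RT. ADP-Glo readout. qHTS titration up to 57 uM; curves fitted, compounds curve-classed.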
TSHR antagonist – human thyrotropin receptor antagonism; activity change, negative = inhibition, % at 11.5 µM; hit rate 0.2% among 330,000; P16473; TSHR-expressing cells, TSH-stimulated cAMP HTRF, 2 h; active compounds read low;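 active means activity change below a set negative limit, meaning inhibition stronger than a set level, cut at about -70% in these data; inconclusive means activity change between two set negative limits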; further: on the % scale 0 is the no-effect control and ±100 the full control effect
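TSHR-expressing cells were treated with compounds, then stimulated with TSH at EC80 (4nM final) for 2 hours at 37 deg C. Cellular cAMP was measured by HTRF competition between lysate cAMP and cAMP-d2 for a cryptate-labelled anti-cAMP antibody.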
Coupling enz – counter-screen for Giardia aldolase inhibitors: coupling enzyme system | coupling enzyme system counterscreen, AmpLite Red fluorescence | activity change, negative = inhibition, % at 58.2 µM, hits read low | hit rate 0.67% among 290,000 | AID 2472; in the data active means activity change below about -30%; further: on the % scale 0 is the no-effect control and ±100 the full control effect
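Compounds tested against the coupling enzymes alone at 57.5 uM final; readout was AmpLite Red fluorescence (525/598 nm) after 20 min at RT.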
Giardia killer – Giardia lamblia killing; activity change, % at 7.66 µM, hits read low; hit rate 0.15% among 340,000; Giardia lamblia trophozoite viability; in the data active means activity change below about -80%; inconclusive means between about -30% and that limit;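 further: parasites exposed to compound for two days anaerobically before the ATP read; on the % scale 0 is the no-effect control and ±100 the full control effect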
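Trophozoites 100 cells/well + cpd; 48 hrs, 37 deg C, anaerobic. ATPLite 1-Step added, 15-30 min RT, luminescence read (ATP-based viability).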
AT treatment – candidate therapy for ataxia-telangiectasia | […] A-T fibroblasts, KAP-1 phosphorylation AlphaLISA; neocarzinostatin DNA damage 30 min before lysis | hit rate 0.19% among 320,000 | Potency, µM (doses to about 57.5 µM), without a hit: at the top dose activation, usual class: activators; further: potency means the concentration at half of the fitted maximal effect; % of control where 0% means no effect; nearly all actives have a fitted effect of over 45% in size
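hTERT-immortalized A-T patient fibroblasts ([…]), 500 cells/well in OPTI-MEM, 1% FBS, got compounds for 60 min, then NCS for 30 min at 37C. Lysates were then assayed for phospho-KAP-1 by AlphaLISA (anti-pKAP1 donor, anti-KAP1 acceptor beads), 6 hr at 25C.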
TCR activator – activators of T cell receptors. primary human leukocytes, anti-CD3, IL-2 HTRF, 48 h. Potency, µM (doses to about 9.22 µM), for the others: at the top dose activation of IL-2 secretion, most hits filed as activators. 330,000 tested, under 10 active. AID 504894; further: % of control where 0% means no effect
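TCR engagement came from a-CD3 beads alone, with compounds added to primary human leukocytes for 48 hr. Secreted IL-2 bridged europium cryptate- and d2-labelled anti-IL-2 antibodies, giving FRET emission at 665nm after 320nm excitation.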
KCNH2 WT inh – blocks the wildtype human KCNH2 potassium channel; Q12809; activity change, % at 1.84 µM; hit rate 0.37% among 340,000; U2OS, BacMam KCNH2, thallium flux FluxOr; active compounds read low; AID 720551;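 active means maximum activity change below -70%; inconclusive means maximum activity change between -70% and -50%; inactive means maximum activity change above -50%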; further: on the % scale 0 is the no-effect control and ±100 the full control effect
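U2OS cells transduced with wild-type KCNH2 virus are loaded with FluxOr dye for 45 min, and thallium flux is measured in kinetic reads before and after stimulation buffer. Rate constants are normalized to DMSO controls.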
BCR signal inh – inhibitors of chronic active B-cell receptor signaling | ABC-DLBCL IkBa-CBG/CBR reporter, luminescence ratio, 4 h | Potency, µM (highest dose often 46.1 µM), for inactives: top-dose ratio change, negative = lower green/red ratio, actives largely listed as inhibitors | hit rate 0.05% among 340,000 | AID 493014; active means well fitted inhibition curve with a large enough effect in the signal ratio, with a control signal flat, not every such curve was filed as active; inconclusive means small, poorly fitted or top-dose-only effect, or effect the other way, or a change in a side signal; the % refers to the signal ratio;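 further: potency means the concentration at half of the fitted maximal effect; plate controls were basal doxycycline-induced cells for no effect and cells given 10 µM MG132 for full effect; MG132 reads +100%, hits lower the ratio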
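TMD8 ABC-DLBCL cells carrying doxycycline-inducible green luciferase fused to IkappaBalpha plus unfused red luciferase were exposed to compounds (up to 46 uM) for 4 hrs at 37C. Activity came from the overlap-corrected green/red luminescence ratio.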
GALK inhibitor – inhibitors of human galactokinase | AID 1868 | P51570 | Potency, µM (series often up to 57.5 µM), for the others: top-dose activity change, negative = inhibition, most hits filed as inhibitors | hit rate 0.007% among 270,000 | Purified GALK, Kinase-Glo residual ATP luminescence; further: potency means the concentration at half of the fitted maximal effect; on the % scale 0 is the no-effect control and ±100 the full control effect
Target sequence (P51570 whole entry, looked up): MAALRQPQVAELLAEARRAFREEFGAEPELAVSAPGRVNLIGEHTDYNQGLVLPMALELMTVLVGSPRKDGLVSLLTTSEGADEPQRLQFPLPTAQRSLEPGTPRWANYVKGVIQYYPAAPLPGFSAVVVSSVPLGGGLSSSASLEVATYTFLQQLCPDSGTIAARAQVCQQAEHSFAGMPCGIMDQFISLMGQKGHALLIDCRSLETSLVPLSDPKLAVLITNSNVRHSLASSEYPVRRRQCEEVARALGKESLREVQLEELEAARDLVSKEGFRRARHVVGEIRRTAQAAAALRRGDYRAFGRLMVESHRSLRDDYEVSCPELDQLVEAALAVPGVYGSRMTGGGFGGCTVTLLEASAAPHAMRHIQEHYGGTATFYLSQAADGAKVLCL
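Luminescence from leftover ATP (Ultra-Glo luciferase/luciferin) served as read-out after a 1 h room-temperature reaction of 5 nM GALK with 35 uM ATP and 100 uM galactose.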
CXXC DNA block – blocks binding of human MLL CXXC domain to DNA; MLL-CXXC / FITC-HOXA9 DNA fluorescence polarization; hit rate 0.037% among 290,000; Potency, µM (doses to about 115 µM), for inactives: at the top dose activity change, negative = inhibition, hits mostly inhibitors; active means well fitted inhibition curve with a large enough effect in the polarisation, with a control signal flat, not every such curve was filed as active; inconclusive means small, poorly fitted or top-dose-only effect, or effect the other way, or a change in a side signal; inactive means no such curve, though single readings can be large or run the other way; the % refers to the polarisation; further: potency means the concentration at half of the fitted maximal effect
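Steps: dispense CXXC domain solution (7 uM) → pin compounds or unlabeled HOX-A9 DNA control → 5 min ambient → add FLSN-HOX-A9 solution (50 nM) → spin → 30 min ambient → fluorescence polarization. Tris pH 7.5/NaCl/DTT/BSA buffer.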
Active calls of the source: *; ? = inconclusive; nt = not tested or not shown; & = joins results of further samples; [ ] = remark or other dose. Unless noted, the call rests on the fitted dose curve; in most records, active means well fitted curve in the direction sought with a large enough effect; inconclusive means small, poorly fitted or top-dose-only effect, or another doubt; inactive means no such curve, though single readings can be large; an effect the other way counts as inactive or inconclusive.

SMILES	Tb PFK inh	TSHR antagonist	Coupling enz	Giardia killer	AT treatment	TCR activator	KCNH2 WT inh	BCR signal inh	GALK inhibitor	CXXC DNA block
CCN1C(=O)C(C(=O)NC(C)c2ccccc2)C2CC1(C)Oc1ccccc12 (configuration not stated)	1%	-4	-2	15	12%	-2%	-3	?	nt	2%
Cc1cc(C)nc(SCNC(=O)c2ccccc2)n1	-2%	25	4	-17	1%	0%[46.1 µM]	-2	?	-1%	-5%
COC(=O)[C@H](C)NC(=O)NC1CCN(Cc2ccccc2)CC1	-1%	-11	-4	1	-2%	-1%	2	12%	-4%	11%
Cn1ccnc1SCC(=O)c1ccc(O)cc1	0%	-6	-1	-16	1%	15%	19	-3%	-1%	-2%
Cc1ccccc1NC(=O)C1COc2ccccc2O1 (configuration not stated)	-1%	-6	-1	18	5%	-11%	-16	?	-2%	-2%
Cc1nc(C(Cl)(Cl)Cl)nc2[nH]ccc(=O)c12	-4%	8	0	3	2%	9%	3	6%	0%	-3%
O=[N+]([O-])c1ccc(OCCOc2ccccc2/C=N/n2cnnc2)cc1	6%	-8	3	6	20%	2%	nt	0%	1%	-7%
CCOC(=O)c1ccccc1NC(=S)N1CCN(C(=O)c2ccco2)CC1	-2%	1	1	-11	-2%	11%	7	2%	7%	5%
CCSc1nc2nc(C)cc(C)n2n1	0%[0.46 µM]	7	1	5	-3%	5%	-6	-22%	0%	-1%
COc1ccc(C(=O)Nc2cc(C)c(NC(=O)c3ccccn3)cn2)cc1	5%	-9	-9	-20	3%	17%	3	7%	4%	-4%
CC(C)c1ccc(C2NC(=O)CCC2[N+](=O)[O-])cc1 (configuration not stated)	-7%	11	4	2	-3%	0%	nt	-14%	7%	-19%
Cn1c(=O)cc(OCCCC(=O)N2CCCCC2)c2ccccc21	-2%	-7	3	-8	nt	-6%[46.1 µM]	6	-14%	1%	8%
Cn1c(COc2ccccc2O)[n+](C)c2ccccc21	5%	-3	2	-2	1%	0%	-1	0%	0%	-5%
Cc1ccc(-n2c(SCC(=O)NNC(=S)Nc3ccccc3)nc3ccccc3c2=O)cc1	0%	18	4	-5	nt	0%[46.1 µM]	2	-11%	0%	-2%
CCNC(=S)N(Cc1ccccc1)Cc1nc2ccccc2c(=O)[nH]1	0%	-7	-7	0	nt	?	3	7%	1%	-1%
COc1ccc(C(=O)NCCCSC)cc1OC1CCN(C(C)C)CC1	0%	1	3	-15	-2%	0%	22	-8%	-2%	5%
O=[N+]([O-])c1cc(Cl)cc(/C=N/NC(=S)Nc2ccc(S(=O)(=O)N3CCOCC3)cc2)c1O	1%	-23	1	-8	-11%	2%	-7	?	-6%	1%
CCC1CCCCN1C(=O)c1ccc(OC2CCN(C(=O)COC)CC2)cc1 (configuration not stated)	3%	12	4	0	5%	nt	-14	1%	2%	-6%
Cc1sc(NC(=O)C2=COCCO2)c(C#N)c1C	?	-7	nt	-14	6%	11%	2	?	nt	nt
O=C(CC(=O)Nc1ccccc1[N+](=O)[O-])Nc1ccccc1[N+](=O)[O-]	-2%	-15	-2	44[activator]	1%	5%	4	0%	-2%	15%
Cc1cnc(NC(=O)C2CC(=O)N(c3ccc4c(c3)OCCO4)C2)s1 (configuration not stated)	-2%	7	nt	12	-3%	-8%[46.1 µM]	11	7%	nt	nt
Cc1ccc(-c2nc(NCc3ccco3)c3ccccc3n2)cc1	2%	30	-1	0	20%	-2%[46.1 µM]	nt	4%	0%	4%
COc1cc2[nH]c(C(=O)Nc3ccc(F)cc3)cc2c(OC)c1OC	3%	-78*	-3	nt	-1%	nt	nt	-19%	nt	53%[activator]
Cc1ccc(C(=O)Nc2ccc3nc(C)sc3c2)s1	-2%	3	-2	-6	-2%	1%	4	?	1%	-1%
Cc1ccccc1C(=O)NC(=S)Nc1ncccn1	-10%	8	0	2	-1%	-5%	4	?	0%	-1%
More structures follow.
SMILES	Tb PFK inh	TSHR antagonist	Coupling enz	Giardia killer	AT treatment	TCR activator	KCNH2 WT inh	BCR signal inh	GALK inhibitor	CXXC DNA block
COc1ccc(CNC(=O)CCCn2nc(C)n3c(cc4sccc43)c2=O)cc1	-10%	4	nt	7	-10%	0%	-15	-7%	4%	4%
CCOc1cc(/C=C2/C(=O)N(c3ccccc3)N=C2C)ccc1OC(=O)c1cccs1	0%	-11	-6	7	1%	3%	-1	17%	5%	?
Cc1oc(-c2ccccc2F)nc1CN1CCC(C(=O)NCc2cccnc2)CC1	5%	-1	2	4	-2%	-7%	2	3%	0%	-11%
Cc1ccc(/C(=N/Nc2nc3ccccc3s2)C2=C(O)c3ccccc3C2=O)cc1	-3%	12	-9	24	-6%	4%	-7	-1%	-2%	-3%
O=C(N/N=C/c1ccc([N+](=O)[O-])o1)c1ccc(O)cc1	-5%	7	-7	-26	-19%	1%	-3	?	-1%	0%
Cc1ccc(C(=O)NCCOc2cccc3cccnc23)cc1Cl	-6%	10	-2	-14	7%	-7%	-6	?	7%	2%
N#CCC(=O)N/N=C/c1c(-c2ccccc2)n(-c2ccccc2)c2ccccc12	1%	-15	3	0	-2%	-1%	8	0%	15%	-4%
CCCS(=O)(=O)N1CCC(C(=O)NCCC(C)C)CC1	-2%	-29	3	-7	20%	1%	nt	7%	-1%	-2%
NC(=NC(=O)c1cccc(C(F)(F)F)c1)c1ccc(C(F)(F)F)cn1	0%	3	-6	2	-5%	0%	9	?	0%	21%
CC(C)Cn1c(N)c(C(=O)COC(=O)c2ccc(Cl)cc2)c(=O)n(C)c1=O	3%	-15	-3	-3	-1%	-7%	1	1%	-2%	4%
CC(=C\c1ccccc1)/C=C1/SC(=S)N(CCC(=O)Nc2ccccn2)C1=O	3%	-18	-2	nt	-5%	nt	nt	?	-2%	33%[activator]
CCOc1ccc(-c2cccc(NS(=O)(=O)c3ccccc3[N+](=O)[O-])c2)nn1	1%	-3	nt	-1	-6%	4%	-5	2%	nt	nt
COc1ccccc1CNc1ncc(-c2ccc(F)cc2)n1C	-3%	4	2	20	2%	-2%	3	?	4%	24%
COc1cc(C(=O)Oc2c(OC)cc(C(=S)N3CCOCC3)cc2OC)cc(OC)c1OC	0%	6	0	-24	-2%	-1%	-5	-3%	5%	3%
Cc1ccc(C(=O)N/C(=C/c2cccs2)C(=O)NCC2CCCO2)cc1 (configuration not stated)	-10%	3	3	-2	-7%	-4%	-1	0%	7%	-7%
O=C(N1CCOCC1)N1CCN(c2ccccc2)CC1	-2%	1	3	13	-2%	3%	-4	-2%	-1%	4%
CC1CCCC(NS(=O)(=O)c2cc(Br)cnc2N)C1C (configuration not stated)	-2%	-5	nt	-4	4%	2%	10	?	2%	17%
CC(=O)c1ccc(-c2csc(N3CCC(C(N)=O)CC3)n2)cc1	0%&6%	-7&-10	nt	nt	5%&3%	nt	nt	?	nt	nt
COc1cccc(CNC(=O)C2CSC3(C)CCC(=O)N23)c1 (configuration not stated)	-1%	7	nt	-5	-2%	3%	-2	-1%	nt	nt
CCN(CC(=O)Nc1c(F)cccc1F)C(=O)CSc1nnc(-c2ccco2)n1CC	0%	12	nt	9	3%	2%	-2	-11%	6%	-11%
COc1ccc(OC)c(C2C3=C(N=C4SCC(=O)N42)c2ccccc2CC3)c1 (configuration not stated)	-4%	-10	-10	2	-2%	-3%	-3	?	9%	8%

Sorted by value in GALK inhibitor (highest first): some entries from above
Structure	Tb PFK inh	TSHR antagonist	TCR activator	BCR signal inh	GALK inhibitor	CXXC DNA block
CCOc1cc(/C=C2/C(=O)N(c3ccccc3)N=C2C)ccc1OC(=O)c1cccs1	0%	-11	3%	17%	5%	?
COc1ccccc1CNc1ncc(-c2ccc(F)cc2)n1C	-3%	4	-2%	?	4%	24%
NC(=NC(=O)c1cccc(C(F)(F)F)c1)c1ccc(C(F)(F)F)cn1	0%	3	0%	?	0%	21%
CCCS(=O)(=O)N1CCC(C(=O)NCCC(C)C)CC1	-2%	-29	1%	7%	-1%	-2%
CC(=C\c1ccccc1)/C=C1/SC(=S)N(CCC(=O)Nc2ccccn2)C1=O	3%	-18	nt	?	-2%	33%[activator]

Ordered by molar mass (falling): 4 of the compounds above
SMILES	Tb PFK inh	TSHR antagonist	Coupling enz	Giardia killer	AT treatment	TCR activator	KCNH2 WT inh	BCR signal inh	GALK inhibitor	CXXC DNA block
CC(C)Cn1c(N)c(C(=O)COC(=O)c2ccc(Cl)cc2)c(=O)n(C)c1=O	3%	-15	-3	-3	-1%	-7%	1	1%	-2%	4%
COc1ccc(OC)c(C2C3=C(N=C4SCC(=O)N42)c2ccccc2CC3)c1 (configuration not stated)	-4%	-10	-10	2	-2%	-3%	-3	?	9%	8%
Cc1ccc(C(=O)NCCOc2cccc3cccnc23)cc1Cl	-6%	10	-2	-14	7%	-7%	-6	?	7%	2%
O=C(N/N=C/c1ccc([N+](=O)[O-])o1)c1ccc(O)cc1	-5%	7	-7	-26	-19%	1%	-3	?	-1%	0%
